SIAH1 antagonists = Siah-1 peptide-binding antagonists, primary screen, biochemical, fluorescence polarization, rhodamine-plectin, uHTS (AID 1817); hit rate 0.02% among 290,000; Siah-1 / rhodamine-plectin peptide fluorescence polarization; higher % means a stronger effect; one-dose displacement, % at 20 µM; IC50 in µM for titrated hits;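 active = displacement of at least 50% at 20 µM, with a fluorescence ratio check between 0.3 and a set limit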;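 note: plate controls were Siah plus tracer with DMSO for no effect and tracer alone without Siah for full effect; strong numbers were not always called active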
MgcRacGAP inhibition = MgcRacGAP GTPase-activating activity inhibitors, confirmation, biochemical, ADP Hunter fluorescence; MgcRacGAP-stimulated Rac1 GTP hydrolysis, ADP Hunter fluorescence; higher % means a stronger effect; GST-tagged Rac1 F28L mutant substrate; hit rate 0.6% among 340,000; inhibition, % at 30 µM; hits with a dose series show IC50 in µM; AID 624330;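 active = first-screen hits whose inhibition reached a set limit at any dose in the follow-up dose series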;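 note: fluorescence reports GDP produced by GAP-driven GTP hydrolysis; strong numbers were not always called active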
GPR55 LPI antagonism = GPR55 antagonists blocking LPI-driven arrestin recruitment, primary screen, imaging, U2OS, beta-arrestin-GFP, LPI agonist (AID 2013). one-dose inhibition, % at 10 µM; IC50 in µM for titrated hits. U2OS GPR55 beta-arrestin-GFP translocation imaging, LPI antagonism; higher % means a stronger effect. hit rate 0.13% among 290,000;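 active = spots per cell inhibited over 60%, with over 100 cells counted and total cytoplasm intensity under 500,000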;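 note: U2OS cells stably carrying GPR55 and arrestin-GFP stimulated by 5 µM LPI near EC80; imaged beta-arrestin-GFP aggregate spots per cell after agonist stimulation; plate controls were LPI-stimulated DMSO wells for no effect and DMSO wells without LPI for full effect; some results filed as inactive read as strong as hits; confirmed hits need IC50 under 10 µM and bright autofluorescent wells are also inconclusive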
HIV fusion peptide = cell-free HIV fusion peptide-binding blockers – biochemical, uHTS, fluorescence dequenching, primary screen (AID 1986). cell-free peptide binding, fluorescence dequenching, 30 min; higher % means a stronger effect. one-dose inhibition, % at 20 µM; IC50 in µM for titrated hits. hit rate 0.3% among 290,000; in the data active = inhibition mostly above about 52%, no sharp cut-off; inactive = mostly below about 76%; note: some results filed as inactive read as strong as hits
LYP phosphatase = PTPN22 lymphoid phosphatase activity blockers – biochemical, fluorescence intensity, uHTS (AID 1779); hit rate 0.054% among 290,000; recombinant LYP phosphatase, fluorescence intensity; higher % means a stronger effect; inhibition, % at 11.5 µM; hits with a dose series show IC50 in µM; in the data active = inhibition above about 50%;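 note: plate controls were vehicle with enzyme for no effect and no enzyme for full effect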
NTR1 agonist = agonists of NTR1, primary screen, imaging, U2OS cells, beta-arrestin-GFP, high content (AID 493036) | P30989 | NTR1-U2OS beta-arrestin-GFP spot imaging, agonist mode | activation, % at 20 µM | hit rate 0.17% among 330,000;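 active = activation at or above 40% of the spot to cytoplasm intensity ratio, with at least 20 cells analyzed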;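 note: 0% = DMSO without peptide and 100% = 100 nM NTR1 peptide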
Target sequence (P30989 whole entry, looked up): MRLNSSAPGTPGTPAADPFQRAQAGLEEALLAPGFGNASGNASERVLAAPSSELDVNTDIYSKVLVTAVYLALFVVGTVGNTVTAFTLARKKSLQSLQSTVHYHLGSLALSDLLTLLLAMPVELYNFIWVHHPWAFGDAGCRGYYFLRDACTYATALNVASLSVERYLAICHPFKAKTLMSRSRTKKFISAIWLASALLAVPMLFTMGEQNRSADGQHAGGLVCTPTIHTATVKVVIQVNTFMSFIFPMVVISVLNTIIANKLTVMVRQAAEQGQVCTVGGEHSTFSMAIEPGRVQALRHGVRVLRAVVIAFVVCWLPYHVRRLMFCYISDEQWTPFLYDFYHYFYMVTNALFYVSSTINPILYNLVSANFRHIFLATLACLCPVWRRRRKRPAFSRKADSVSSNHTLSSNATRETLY
Salmonella PhoP GFP = PhoP-dependent GFP reporter repression – Salmonella Typhimurium, primary screen (AID 1863); S. Typhimurium PhoP-regulated promoter GFP reporter, 4 h; higher % means a stronger effect; one-dose inhibition, % at 50 µM; IC50 in µM for titrated hits; hit rate 0.16% among 300,000;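 active = inhibition over 29.93%, a cutoff 3 SD above the screen mean, later confirmed by dose response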;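 note: 0% = low Mg2+ inducing control and 100% = high Mg2+ repressing control; strong numbers were not always called active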
Myeloid diff 2 = myeloid differentiation induction | calls only at 10 µM | hit rate 1% among 360,000 | ER-HoxA9 myeloid progenitors, lysozyme-GFP differentiation, flow cytometry;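 active = normalized GFP-positive differentiation at or above the plate's own cutoff, the solvent-only control mean plus 3 SD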;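 note: cells exposed to compound for four days before flow analysis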
GPR35 arrestin U2OS = inhibition of zaprinast-stimulated GPR35 beta-arrestin translocation – imaging, U2OS, beta-arrestin-GFP, zaprinast agonist, primary screen (AID 2058). hit rate 0.052% among 290,000. U2OS GPR35 beta-arrestin-GFP translocation imaging, zaprinast antagonism; higher % means a stronger effect. inhibition, % at 10 µM, or IC50 in µM where a hit was titrated;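 active = inhibition of at least 50% with at least 30 cells and total cytoplasm GFP at most 10,000,000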
NTR1 agonist cell count 20 µM = recorded beside NTR1 agonist, whose call it bears; cell count; measured here: cell count, cytotoxicity flag
Myeloid diff 2 GFP+ MAC1+ % = also measured in Myeloid diff 2; calls as there; GFP+ MAC1+ double positive, %; measured here: differentiation confirmed by MAC1 staining
* marks the source's active call; other numbers are inactive results; i = inactive; . = not tested or not shown.

Every second line gives: HIV fusion peptide, MgcRacGAP inhibition, Myeloid diff 2 GFP+ MAC1+ %, Myeloid diff 2, LYP phosphatase, GPR35 arrestin U2OS, NTR1 agonist cell count 20 µM, GPR55 LPI antagonism, NTR1 agonist, SIAH1 antagonists, Salmonella PhoP GFP
- O=C(C[n+]1ccc(C(=O)N/N=C/c2ccc(OCc3ccccc3)cc2)cc1)c1ccccc1
 : -1.0%, 6.0%, 6.4, i, -10.3%, 4.0%, 35, -4.3%, 2.6, 0.2%, 16.4%
- Clc1ccc(CSc2nnnn2-c2ccc3c(c2)OCO3)c(Cl)c1
 : -0.6%, 2.3%, 1.3, i, 0.2%, 8.8%, 49, 2.4%, 0.8, -3.8%, 10.9%
- Cc1cc(Cl)ccc1OCC(O)CN1C(C)CCCC1C (centres undefined)
 : 0.5%, ., ., ., -5.8%, -16.3%, 33, 24.2%, -0.6, -0.9%, -5.3%
- C=CCn1c(SCC(=O)c2cc(C)n(CCOC)c2C)nc2sc(C)c(C)c2c1=O
 : -5.6%, 6.5%, 0.6, i, 6.8%, 20.9%, 40, 2.5%, 34.3, -6.4%, 4.9%
- CCOc1ccc(NC(=O)COC(=O)Cc2ccc(S(=O)(=O)N3CCOCC3)s2)cc1
 : -1.4%, 7.8%, 6.8, i, -5.7%, 16.0%, 55, 0.7%, 0.1, -6.3%, -1.6%
- CCCCS/C(=C(/C#N)C(N)=O)c1cc2c([nH]1)CCCC2
 : 0.5%, 6.0%, 2.8, i, -8.5%, 2.9%, 70, 3.3%, 5.8, -1.7%, -9.4%
- COc1cc2cc(C(=O)N/N=C/c3ccccc3Cl)[nH]c2cc1OC
 : -1.8%, 3.4%, 0.2, i, 3.8%, -16.1%, 77, 1.5%, 4.3, -2.3%, -3.9%
- O=C(c1cc(NC(=O)C23CC4CC(CC(C4)C2)C3)cc(NC(=O)C23CC4CC(CC(C4)C2)C3)c1)N1CCCCC1
 : 1.6%, ., ., ., 0.4%, 1.1%, 74, -2.7%, -1.3, -1.0%, 2.0%
- CN(C)c1ccc(CNC23CN4CN(CN(C4)C2)C3)cc1
 : -2.4%, 1.0%, 1.9, i, -6.4%, -3.0%, 87, 10.1%, -2.5, 5.3%, -9.6%
- CC(=O)N(C)c1ccc(NC(=S)NCC(C)C)cc1
 : -0.9%, 3.8%, 0.6, i, 2.0%, 3.3%, 32, -12.3%, 2.4, -2.7%, 6.3%
- CCOC(=O)c1c(NC(=O)c2cc3n(n2)C(C(F)(F)F)CC(c2ccccc2)N3)sc(C)c1C (centres undefined)
 : 2.2%, 1.2%, 1.1, i, -7.0%, 3.2%, 63, 5.3%, 4.6, 1.6%, 0.7%
- O=C(Cn1c(O)c(/C=C2\C=Nc3ccccc32)sc1=O)Nc1ccc2c(c1)OCO2
 : 4.1%, 7.4%, 5.8, i, -16.2%, 17.0%, 43, 4.3%, 1.8, -6.6%, -5.4%
- Cc1ccc(CN2CCNC(=O)C2CC(=O)N(Cc2c(C)nn(C)c2C)C2CC2)o1 (centres undefined)
 : -0.8%, 2.2%, 0.5, i, -0.5%, -13.0%, 26, -1.7%, -0.5, 3.1%, 2.8%
- O=C(Nc1cc(C(F)(F)F)ccc1N1CCOCC1)c1cccc(F)c1
 : -2.5%, 0.9%, ., ., 7.2%, -2.5%, 50, 4.4%, 1.5, -3.5%, -6.6%
- Cc1cccc(OCC(=O)NCC(c2cccs2)N2CCOCC2)c1 (centres undefined)
 : ., 10.8%, 0.7, i, ., ., 56, ., -0.3, ., -10.6%
- O=C(OCc1nc2scc(-c3ccccc3)c2c(=O)[nH]1)c1ccco1
 : ., 2.2%, 0.4, i, ., ., 58, ., 2.4, ., -7.2%
- COc1ccc(S(=O)(=O)N2CCC(C(=O)Nc3nnc(C)s3)CC2)cc1OC
 : ., 7.4%, 0.8, i, ., ., 68, ., -0.7, ., -4.1%
- CCn1cc(C(=O)O)c(=O)c2cc(F)c(N3CCN(S(=O)(=O)c4ccc(Br)cc4)CC3)cc21
 : 7.2%, ., ., ., 3.5%, -9.8%, 57, 6.1%, 1.8, 10.8%, 3.6%
- COc1ccc(N2CCN(C(CNS(C)(=O)=O)c3ccco3)CC2)cc1 (centres undefined)
 : -3.8%, 10.0%, 0.1, i, -7.2%, -8.7%, 71, 2.6%, -1.7, -4.4%, -7.5%
- O=C(CSCc1ccc([N+](=O)[O-])cc1)NC1CCCCCC1
 : -1.2%, -7.4%, 0.8, i, -6.7%, 5.4%, 92, -9.8%, 0.6, -1.2%, 3.2%
- COc1cc(C(CCN2CCCCC2)c2c(OC)cc(OC)c3c(-c4ccccc4)cc(=O)oc23)cc(OC)c1OC (centres undefined)
 : -1.8%, 12.0%, 0.8, i, -6.9%, 8.1%, 78, -4.5%, 25.7, -0.2%, -0.9%
- CCc1ccc(NC(=O)CSc2nc3cc(C(=O)OC)ccc3c(=O)n2Cc2ccco2)cc1
 : 3.7%, 9.2%, 1.7, i, 6.5%, 20.4%, 82, 4.0%, -1.3, -0.9%, -0.5%
- Cc1ccc(S(=O)(=O)NCCCCCC(=O)Nc2ccccn2)cc1
 : -0.5%, 2.6%, 7.8, i, -3.9%, 9.8%, 65, 8.9%, 1.0, 3.3%, 1.4%
- COC(=O)Nc1nnc(-c2ccco2)s1
 : 0.5%, ., 0.5, i, -3.8%, 1.2%, 46, -7.7%, -0.5, 0.0%, -1.8%
- CC1(C2CC2)NC(=O)N(CC(=O)Nc2ccccc2-c2ccccc2)C1=O (centres undefined)
 : 0.5%, 5.7%, 0.3, i, -7.1%, -5.4%, 50, 10.8%, 0.3, 2.4%, 0.6%
- CCOc1ccccc1N1CCN(c2nc(N)c(C#N)c(CC#N)c2C#N)CC1
 : 14.0%, 14.6%, 1.1, i, 3.4%, 0.1%, 31, -15.8%, 3.6, -5.4%, 13.8%
- COc1cccc(OCc2cc(C(=O)N3CCNC(=O)C3Cc3ccccc3)no2)c1 (centres undefined)
 : 1.4%, 11.1%, 1.0, i, -9.5%, 1.3%, 69, 5.4%, -1.6, -2.1%, 0.0%
- COc1ccccc1NC(=S)NC(=O)C1CC1
 : 2.0%, 1.9%, 0.4, i, 0.3%, 7.2%, 35, -0.6%, 0.9, 2.2%, 2.5%
- COc1ccc(OCc2nnc(SCC(=O)Nc3ccccc3F)o2)cc1
 : 0.3%, 3.2%, 4.2, i, -7.4%, -3.6%, 42, -6.5%, 1.4, 2.1%, 1.2%
- Cn1c(N2CCCCC2)nc2c1c(=O)[nH]c(=O)n2C
 : -1.7%, 7.8%, 0.9, i, 5.0%, -2.4%, 89, 2.4%, 2.4, -3.7%, 9.6%
- Cc1ccc(NC(=O)C(C)Sc2nnc(-c3cccnc3)n2-c2ccccc2)cc1 (centres undefined)
 : -0.2%, -3.3%, 5.6, i, -7.4%, -0.8%, 56, 5.3%, 1.5, 3.5%, 7.5%
- O=C(NCc1ccccc1Cl)c1cc([N+](=O)[O-])ccc1Cl
 : -0.5%, -6.2%, 0.4, i, -7.5%, 24.8%, 73, 1.7%, 3.6, 7.9%, 3.8%
- COC(=O)N/N=C(\C)c1ccccc1OC(F)F
 : 2.5%, 7.4%, 1.0, i, -1.7%, -1.1%, 83, 7.3%, -1.4, 0.3%, 5.5%
- C=CCNc1ncnc2c1cnn2-c1cccc(C)c1
 : -0.5%, 2.8%, 1.2, i, 1.6%, -16.1%, 38, -13.0%, 3.5, 4.8%, -6.2%
- Cc1c(C(=O)N2CCN(c3ccccc3F)CC2)oc2c1C(=O)CC(C)(C)C2
 : -1.2%, 12.8%, 2.8, i, -4.5%, 30.3%, 69, 17.8%, 1.4, -0.4%, 0.9%
- COC(=O)c1ccccc1NC(=O)c1ccco1
 : 0.4%, 5.2%, 0.8, i, -0.4%, -4.1%, 72, -2.8%, -0.4, -0.2%, 3.8%
- O=C(Nc1cccc(NC(=O)c2cccs2)c1)c1ccc2c(c1)OCCO2
 : 1.6%, 10.6%, 0.2, i, 2.3%, -16.6%, 97, 13.1%, -1.7, 4.3%, -7.0%
- O=C(/C=C/c1ccc(Cl)cc1Cl)NCc1ccco1
 : 2.2%, 5.1%, 0.0, i, 1.9%, 8.4%, 85, -3.6%, -1.0, 0.2%, -10.7%
- Clc1ccc(-c2[nH]ncc2N=Nc2ccccc2)cc1
 : -1.4%, 6.9%, 0.4, i, 0.4%, -5.4%, 101, 7.3%, 36.8, -0.5%, 1.1%
- Cc1ccccc1COC[C@H](CC(C)C)N1CCN(C(=O)c2cccc(C(F)(F)F)c2)CCC1=O
 : -0.6%, 9.3%, 2.0, i, -0.3%, -1.0%, 90, 15.5%, 2.8, -1.3%, 1.4%
- Cc1ccc(C(=O)CSc2nnc(COc3ccc(C#N)cc3)n2-c2ccccc2)cc1
 : 1.3%, 3.7%, 0.9, i, 0.3%, -10.8%, 58, 10.0%, -1.4, 4.7%, -4.5%
- O=C(CSc1nc2c(c(=O)n1-c1ccc(Br)cc1)SCC2)NCc1ccco1
 : 3.8%, 9.0%, 4.8, i, 8.8%, 19.0%, 39, 3.3%, -0.9, -0.2%, -2.1%
- Cn1c(C(=O)Nc2ccccc2)cc2sccc21
 : 1.2%, 10.8%, 1.5, i, 3.7%, -3.4%, 90, 9.8%, -1.4, 6.7%, 6.8%
- CC(=O)OCCNc1cc(N2CCN(C)CC2)c2noc3c2c1C(=O)c1ccccc1-3
 : -2.0%, 117µM*, 3.0, i, -0.9%, -1.6%, ., -0.8%, ., 16.1%, -1.2%
- Cc1ccc(S(=O)(=O)N/N=C\c2ccc([N+](=O)[O-])o2)cc1C
 : 0.7%, 9.2%, 0.7, i, -6.0%, -7.7%, 81, 5.2%, 0.1, 3.2%, 1.0%
- O=C(O)c1ccccc1C(=O)Nc1c(-c2ccccc2)nc2ccccn12
 : 1.3%, 7.8%, 0.5, i, -7.0%, 19.2%, 61, 5.6%, -0.7, -7.6%, -4.9%
- CN(C1CCCCC1)C(CNS(=O)(=O)c1ccc(Cl)cc1)c1ccccc1 (centres undefined)
 : 0.0%, 0.0%, 0.7, i, -10.4%, -4.2%, 57, 5.5%, 6.3, -1.6%, 4.0%
- COc1cc(Nc2ccc(C(=O)O)cc2[N+](=O)[O-])cc(OC)c1
 : 0.9%, 10.5%, 0.1, i, 5.3%, -1.9%, 95, 3.3%, 0.0, 4.4%, 4.9%
- CCN(CCCNC(=O)CC(C(=O)N1CCc2ccccc21)n1ccnc1)c1ccccc1 (centres undefined)
 : -2.8%, 13.2%, 1.5, i, -7.6%, 10.5%, 57, -0.4%, 1.8, -0.5%, 5.1%
- O=C(c1scc2c1CCCC2)N1CCCCC1
 : 1.5%, 4.8%, 1.1, i, -4.4%, 7.1%, 66, 10.1%, 2.2, -0.8%, 3.2%

Screening data as filed in PubChem BioAssay.
